Source: PubChem BioAssay (several laboratories)
Measles CPE: protection of cells from measles virus; Measles virus-infected cells, CPE protection, absorbance; protection (pct of control), % at 4 µM; 140,000 compounds, 1.5% hits; in the data active means protection mostly above about 24%, no sharp cut-off; inactive means mostly below about 26%; further: some compounds called inactive have numbers as strong as hits
Phagocyt inh: inhibitors of macrophage phagocytosis; J774A.1 macrophage IgG-bead phagocytosis, imaging; inhibition, % at 5 µM; 110,000 compounds, 0.07% hits;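 active means inhibition above the mean of the plate negative controls plus 5 SD, cut at about 13% in these data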;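 further: phagocytic index as fraction of beads internalized from green versus red external bead signal; plate controls were DMSO negative control for no effect and cytochalasin-D positive control for full effect; some results beyond the cut were filed as inactive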
Yeast growth inh: reduces growth of yeast BB579 in restrictive medium; S. cerevisiae BB579 growth, OD615, 48 h; inhibition, % at 10 µM; 140,000 compounds, 0.51% hits;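 active means inhibition above a set limit, 3 SD over the mean compound inhibition, cut at about 44% in these data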; further: inactives centre near -24
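Material: Saccharomyces cerevisiae DeaD strain BB579, replicative lifespan model yeast; buffer or medium: CSMM-D restrictive synthetic medium containing dextrose (glucose); compound: 10 µM single dose, DMSO 0.25%; timing: 48 h compound exposure at 30 °C after 4 h preincubation; signal: turbidity as optical density at 615 nm; benchmarks: positive control amphotericin B 10 µg/mL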
GALR2 blocker: GALR2 (human) receptor antagonism | inhibition, % at 4 µM | GALR2-expressing cells, antagonist mode | AID 828 | 140,000 compounds, 0.39% hits | O43603; in the data active means inhibition above about 27%;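 further: cells stimulated with galanin 1-16 at roughly its EC80; 0% = agonist challenge control and 100% = basal control without agonist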
Target sequence (O43603 whole entry, looked up): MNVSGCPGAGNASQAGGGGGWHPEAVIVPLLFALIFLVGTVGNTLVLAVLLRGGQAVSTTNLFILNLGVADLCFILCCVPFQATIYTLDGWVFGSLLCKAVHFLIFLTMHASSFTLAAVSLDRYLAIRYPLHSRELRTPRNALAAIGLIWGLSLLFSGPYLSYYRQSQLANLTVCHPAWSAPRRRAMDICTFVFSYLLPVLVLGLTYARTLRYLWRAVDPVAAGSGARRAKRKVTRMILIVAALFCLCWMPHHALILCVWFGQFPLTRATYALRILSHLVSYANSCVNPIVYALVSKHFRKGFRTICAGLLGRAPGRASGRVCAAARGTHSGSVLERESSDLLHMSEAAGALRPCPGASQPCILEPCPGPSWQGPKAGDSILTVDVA
Yeast lifespan up: extends the lifespan of yeast. S. cerevisiae growth with nicotinamide, OD615; deaD strain in restrictive glucose medium. inhibition of the nicotinamide effect, % at 10 µM. 130,000 compounds, 0.68% hits. AID 775;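 active means inhibition above a set limit, placed 3 SD over the median of all compounds, cut at about 26% in these data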;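 further: 0% = nicotinamide-treated wells and 100% = cells grown without nicotinamide; some compounds called inactive have numbers as strong as hits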
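System: DeaD-strain S. cerevisiae / Buffer or medium: CSMM-D, restrictive glucose (dextrose) synthetic minimal medium / Probe or stimulus: nicotinamide, 1.5 mM, co-present with compound / Compound: one concentration, 10 µM, DMSO 0.25% / Incubation: 48 h compound exposure at 30 °C, humidified / Technique: optical density (absorbance) at 615 nm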
NPY-Y2 antag: antagonists of human neuropeptide Y receptor Y2; 140,000 compounds, 0.99% hits; AID 793; P49146; inhibition, % at 2.7 µM; NPY-Y2 expressing cells, antagonist mode; in the data active means inhibition above about 17%;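 further: 0% = vehicle with agonist challenge and 100% = reference antagonist with challenge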
Target sequence (P49146 whole entry, looked up): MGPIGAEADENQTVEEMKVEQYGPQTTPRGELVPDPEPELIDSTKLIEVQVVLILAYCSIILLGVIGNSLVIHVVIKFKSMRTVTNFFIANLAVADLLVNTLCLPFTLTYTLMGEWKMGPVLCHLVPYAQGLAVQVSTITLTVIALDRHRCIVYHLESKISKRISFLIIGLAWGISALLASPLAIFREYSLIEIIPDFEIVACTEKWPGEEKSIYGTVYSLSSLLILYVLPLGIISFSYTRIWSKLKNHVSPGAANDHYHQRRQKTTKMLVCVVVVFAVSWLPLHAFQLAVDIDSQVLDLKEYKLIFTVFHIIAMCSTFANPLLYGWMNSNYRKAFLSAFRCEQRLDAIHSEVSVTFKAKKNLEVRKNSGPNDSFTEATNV
PTEN del growth: suppresses growth of cells with PTEN deletion. HCT116 PTEN-null viability, CellTiter-Glo, 60 h; stronger effect = lower value. viability, % at 10 µM. 140,000 compounds, 1.2% hits;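 active means viability at or below a set limit, 4 SD under the median of all tested compounds, cut at about 3.7% in these data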;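 further: PTEN knockout HCT116 line with beta catenin targeted HCT116 as companion control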
bCat KO growth: beta-catenin-lacking colon tumor cell growth suppression | viability, % at 10 µM | AID 818 | HCT116 beta-catenin knockout viability, CellTiter-Glo, 60 h; stronger effect = lower value | 140,000 compounds, 1.5% hits;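 active means viability at or under a set limit, the compound median less 4 SD, cut at about 6% in these data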;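 further: 0% = Hyamine 1622 control at 20 µM and 100% = untreated cell control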
MRP-1 activ: activators of MRP-1; H69AR cells + doxorubicin, viability rescue, CellTiter-Glo; viability increase, % at 10 µM; 140,000 compounds, 0.61% hits;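 active means viability gain under doxorubicin at or above a set limit, the compound median plus 3 SD, cut at about 4.7% in these data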;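 further: MRP-1 overexpressing cells given doxorubicin 25 µM after compound pretreatment; 18-22 h compound pretreatment then 72 h with doxorubicin before readout; 0% = doxorubicin-only wells and 100% = vehicle-treated cells without doxorubicin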
E-sel TNF inh: blocks E-selectin expression induced by TNF alpha | AID 1246 | 120,000 compounds, 0.71% hits | inhibition, % at 2 µM | HUVEC TNFa-induced E-selectin immunofluorescence, high content;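 active means inhibition above the batch mean plus 3 SD, and confirmed as a hit on visual image review, cut at about 43% in these data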;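 further: 0% = TNF-stimulated DMSO wells and 100% = unstimulated control wells; not every result past the cut was called active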
* = called active by the depositor; · = no result given.

SMILES | Measles CPE | Phagocyt inh | Yeast growth inh | GALR2 blocker | Yeast lifespan up | NPY-Y2 antag | PTEN del growth | bCat KO growth | MRP-1 activ | E-sel TNF inh
CCOC(=O)c1cc2ccc(OC(=O)c3ccco3)cc2oc1=O | 26 | 0 | -16 | -78 | -24 | 0 | 96 | 85 | -2.5 | -1
Cc1cc(Nc2ccc(Br)cc2F)n2nc(C)nc2n1 | 16 | · | -9 | 1 | -5 | 9 | 88 | 90 | -1.7 | -13
COc1ccc(C)cc1NC(=O)C(=O)N/N=C(\C)CC(=O)Nc1cccnc1 | 13 | -14 | -29 | 1 | -3 | 1 | 98 | 98 | 0.3 | ·
Cc1ccc(-n2c(C)cc(C(=O)CSc3nncs3)c2C)cc1 | 6 | 1 | -25 | 11 | -5 | 3 | 48 | 45 | -3.1 | -38
O=C(CCS(=O)(=O)c1ccc(Br)s1)NC1CCCCCC1 | 1 | 0 | -33 | -20 | 4 | 3 | 94 | 103 | -2.4 | 5
CC(C)OC(=O)c1c(NC(=O)Cn2cnc([N+](=O)[O-])n2)sc2c1CCCC2 | 9 | -1 | 17 | 3 | -3 | 3 | 77 | 81 | -1.8 | -5
COc1ccc(Cl)cc1N(CC(=O)NC(C)(C)C)S(=O)(=O)c1ccc(C)c([N+](=O)[O-])c1 | 11 | -10 | -2 | -5 | -2 | 13 | 74 | 79 | -3.3 | ·
CCNC(=S)NNC(=O)c1cccn(Cc2ccc(Cl)cc2)c1=O | 6 | · | -31 | -11 | -14 | -2 | 91 | 91 | -1.1 | -13
C/C(CC(=O)NC1CCCCCC1)=N\NC(=O)c1cnccn1 | 11 | -2 | -33 | 2 | 6 | 1 | 110 | 101 | -0.9 | ·
COc1ccccc1OCCCn1c(=O)sc2ccccc21 | 4 | · | -20 | 2 | -9 | 6 | 83 | 80 | -0.9 | ·
O=C(NNS(=O)(=O)c1ccccc1)c1sccc1-n1cccc1 | 31 | · | -17 | -2 | -5 | 0 | 96 | 94 | -2.2 | 3
O=C(O)C(C(=O)/C=C/c1ccco1)=C1SCCS1 | 3 | 0 | -17 | 9 | 15 | 2 | 97 | 94 | -4.7 | -17
COc1ccc(C(=O)COC(=O)CN2C(=O)C3C4C=CC(C5CC45)C3C2=O)cc1 (centres undefined) | 3 | 0 | -39 | -5 | 3 | -1 | 99 | 98 | -1.1 | ·
Cc1c(C(Nc2ccccn2)c2ccc(Cl)cc2)c(=O)n(-c2ccccc2)n1C (centres undefined) | 1 | 0 | -28 | -1 | -5 | 5 | 91 | 94 | 1.8 | -15
CCOC(=O)c1cnc(-c2ccccc2)[nH]c1=O | 1 | -1 | -36 | 9 | 6 | 1 | 108 | 105 | -0.4 | -15
c1ccc2c(c1)ccc1nnc(-c3ccc4c(c3)OCO4)n12 | 9 | 0 | 10 | 9 | -12 | 1 | 74 | 85 | -4.2 | 5
O=C(c1ccc(F)cc1)c1cn(Cc2ccc(F)cc2)c2cc3c(cc2c1=O)OCCO3 | 7 | · | -20 | 9 | 11 | 3 | 81 | 83 | -4.4 | -6
O=C(Nc1ccc(N=Nc2ccccc2)cc1)c1ccccc1Cl | 4 | -3 | -39 | 2 | 8 | 2 | 82 | 83 | 1.6 | 0
O=C(COC(=O)c1cc(S(=O)(=O)N2CCc3ccccc3C2)ccc1Cl)NCc1ccco1 | 10 | 0 | -21 | -16 | -11 | 0 | 90 | 99 | -0.1 | 2
Cc1nc(NC(C)(C)CO)c([N+](=O)[O-])cc1[N+](=O)[O-] | 8 | -7 | -2 | 13 | -2 | 1 | 101 | 95 | -3.8 | ·

Another view of 2 compounds above.
Compound	Measles CPE	Phagocyt inh	Yeast growth inh	GALR2 blocker	Yeast lifespan up	NPY-Y2 antag	PTEN del growth	bCat KO growth	MRP-1 activ	E-sel TNF inh
COc1ccc(C(=O)COC(=O)CN2C(=O)C3C4C=CC(C5CC45)C3C2=O)cc1 (centres undefined)	3	0	-39	-5	3	-1	99	98	-1.1	·
Cc1nc(NC(C)(C)CO)c([N+](=O)[O-])cc1[N+](=O)[O-]	8	-7	-2	13	-2	1	101	95	-3.8	·

Carrying on.
SMILES | Measles CPE | Phagocyt inh | Yeast growth inh | GALR2 blocker | Yeast lifespan up | NPY-Y2 antag | PTEN del growth | bCat KO growth | MRP-1 activ | E-sel TNF inh
CSc1nncc(/C(C)=N\Nc2ccccc2C)n1 | 3 | 1 | -26 | 10 | -10 | 3 | 77 | 80 | -3.5 | -9
CCn1cc(C(=O)N[C@H](C)c2ccccc2)c(=O)c2cc(F)c(N3CCN(C)CC3)cc21 | 4 | -2 | -48 | -2 | -8 | 2 | 62 | 44 | -2.5 | 21
O=C(NCC1COc2ccccc2O1)c1ccc(Cl)cc1 (centres undefined) | 0 | 0 | -43 | 0 | -15 | 6 | 83 | 98 | 0.3 | -27
COc1ccc(Oc2c(-c3ccc(O)cc3O)n[nH]c2C)cc1 | · | -1 | -26 | 8 | -5 | 6 | 99 | 97 | -0.3 | 33
COc1ccc(NC(=O)/C(C#N)=C/c2cc(C)n(-c3ccc(N4CCOCC4)c([N+](=O)[O-])c3)c2C)cc1 | 13 | -3 | -30 | 9 | 0 | 1 | 58 | 56 | -0.4 | ·
O=C(CSC1=NCCS1)Nc1ccc(S(=O)(=O)NC2CCCCC2)cc1 | 6 | · | 9 | 10 | -11 | 0 | 98 | 103 | -3.5 | 26
CCOC(=O)c1cccc(NS(=O)(=O)c2ccc(NC(C)=O)cc2)c1 | 16 | 0 | -10 | 0 | -1 | 4 | 63 | 63 | -4.4 | 13
CCCc1nc2ccccc2c(C(=O)OC(C)C(=O)NCc2ccc3c(c2)OCO3)c1CC (centres undefined) | 6 | -6 | -42 | -1 | 0 | 19* | 48 | 45 | -1.4 | ·
O=C(NCc1cccnc1)C1CCCN(S(=O)(=O)c2ccccc2)C1 (centres undefined) | 7 | -1 | -2 | 12 | -16 | -1 | 88 | 97 | -2.1 | 10
CCOC(=O)c1nc(N)c(=O)n(-c2ccc(C)cc2)n1 | 31 | · | -22 | -1 | · | 0 | 101 | 95 | 1.6 | 0
O=C(O)CCCC(=O)Nc1ccc(Cl)c(Cl)c1 | 3 | 0 | 18 | 8 | -21 | 2 | 96 | 103 | -2.9 | 16
CN(CCC#N)C(=O)COC(=O)c1ccc(Cl)c(S(N)(=O)=O)c1 | 3 | 1 | -22 | -6 | -11 | 2 | 91 | 91 | -0.6 | -1
CCOC(=O)c1cc(-c2cccs2)nc2onc(C)c12 | 2 | 0 | -35 | -8 | -24 | -1 | 85 | 89 | -0.6 | ·
CCOC(=O)C1=C(C)Nc2nnnn2C1c1cccnc1 (centres undefined) | 7 | 0 | -27 | 10 | -2 | -2 | 94 | 89 | -1.6 | 4
CCOC(=O)C(C(=O)OCC)C(=O)c1cc(OC)c(OC)c(OC)c1 | 1 | -1 | 13 | 7 | -14 | 1 | 95 | 93 | -0.5 | 9
COc1ccc(Cl)cc1S(=O)(=O)n1cnc2ccccc21 | 2 | -4 | -13 | 19 | -4 | 13 | 97 | 92 | -3.4 | 14
NC(=O)CC[C@@H]1NC(=O)[C@H](Cc2ccc(O)cc2)NC(=O)c2cc([N+](=O)[O-])cc(F)c2OCC[C@@H](C(N)=O)NC1=O | 31* | · | -23 | 1 | 8 | 1 | 102 | 96 | 0.3 | -5
CN(Cc1cc(=O)[nH]c2ccccc12)C(=O)c1ccccc1 | 26 | 0 | -45 | 2 | -1 | 1 | 98 | 100 | -1.2 | 15
O/N=C/c1ccccc1OCc1ccccc1F | 3 | -8 | -37 | -3 | -8 | 1 | 94 | 93 | -0.6 | 7
COc1ccccc1[C@@H]1C(c2cccc(C)c2)=NN(c2ccccc2)[C@H]1C(=O)N1CCOC1=O | 5 | · | -3 | 4 | 9 | -1 | 82 | 95 | -2.5 | -33
COc1cc(CNc2ccccc2SC)cc(OC)c1OC | 11 | 0 | -37 | -10 | -17 | 6 | 72 | 70 | -1.2 | -11
O=C(NNC(=O)c1ccc(O)cc1O)c1ccc(Cl)cc1 | 12 | 0 | 8 | 3 | -3 | -1 | 86 | 81 | -0.1 | -73
CCSc1nc2c(c(=O)[nH]c(=O)n2C)n1C/C=C(/C)Cl | 9 | -1 | 13 | 2 | -11 | 5 | 74 | 86 | -0.4 | ·
COc1ccccc1NS(=O)(=O)c1cccc(NC(=O)c2nc3nc(C)cc(C)n3n2)c1 | 13 | -1 | -15 | -12 | -6 | -2 | 69 | 76 | -1.1 | -39
Cc1ccc(S(=O)(=O)N2CCOCC2)cc1NC(=O)Cn1cc(C(F)(F)F)cc(Cl)c1=O | 8 | -15 | -38 | 7 | -2 | 0 | 86 | 85 | -2.2 | ·
O=C(NCC(c1cccnc1)N1CCOCC1)C1CCCCC1 (centres undefined) | 13 | · | -57 | 14 | -2 | 2 | 104 | 108 | -1.6 | 2
Cc1cnc(NC(=O)CSc2nc3ccccc3c(=O)[nH]2)s1 | 9 | · | -27 | 1 | -7 | 10 | 91 | 99 | -1.5 | 1
Cc1ccnc(NC(=O)c2sc3cc(Cl)ccc3c2Cl)c1 | 8 | -1 | -12 | 2 | -5 | 4 | 71 | 73 | 0.1 | ·
O=C(c1ccccc1)[C@H]1[C@H](c2ccccc2)[C@@]2(N=C(c3ccccc3)OC2=O)C2c3ccccc3C=NN21 (some centres undefined) | 5 | · | -40 | 8 | -4 | 4 | 84 | 90 | -1.5 | 15
CC(C)CCN1C(=O)c2ccc(-c3nc4ccccc4c(=O)o3)cc2C1=O | 34 | · | 23 | 0 | -16 | 2 | 83 | 92 | -3.7 | 5
COc1cc(OC)nc(NC(=O)NS(=O)(=O)c2ccc(OC(F)(F)F)cc2)n1 | 4 | 0 | -18 | -3 | -9 | 2 | 96 | 99 | -1.0 | -8
CCOc1ccc2nc(N3CCOCC3)nc(C)c2c1 | 8 | -1 | -37 | 7 | -12 | -1 | 115 | 103 | 1.2 | 11
COC(=O)C1=C(N)Oc2cc(C)n(C)c(=O)c2C1c1ccc(Cl)c(Cl)c1 (centres undefined) | 7 | 0 | -34 | -1 | -2 | 1 | 95 | 91 | -2.9 | ·
COc1ccc(C(C(=O)NCc2ccccc2)N(Cc2cccs2)C(=O)c2cnccn2)cc1 (centres undefined) | 2 | · | -53 | -10 | -8 | 3 | 64 | 72 | -1.5 | -38
Cc1cc(C)nc(Nc2nc(=O)c3ccccc3s2)n1 | 17 | 0 | -12 | 19 | -14 | 0 | 95 | 83 | -1.9 | ·
Cc1cccc(C)c1OCc1nnc(SCC(=O)Nc2cccc(C(=O)N3CCOCC3)c2)n1C | 6 | -6 | -51 | -3 | 7 | 2 | 94 | 98 | -0.6 | ·
O=C(CC(C(=O)O)c1ccccc1)Nc1ccccc1 (centres undefined) | 15 | 7 | -16 | -4 | 3 | 0 | 110 | 94 | -1.8 | ·
COC(=O)c1cc(Cl)c(NC(=O)c2ccco2)cc1OC | 2 | 2 | -29 | 3 | -18 | 3 | 94 | 90 | -1.2 | -35
CCOC(=O)Cc1nnc(NC(=O)c2ccccc2OCC)s1 | 3 | · | -24 | 9 | -20 | 2 | 101 | 81 | 1.1 | -25
